Screening data as filed in PubChem BioAssay.
Yeast superoxide = caloric restriction mimetics inhibiting age-related superoxide in yeast. superoxide response (% of plate mean), % at 10 µM. S. cerevisiae aged cells, superoxide DHE fluorescence; stronger effect = lower value. 330,000 tested, 0.18% active;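 active means superoxide response under a set limit, about three screen SD below normal, cut at about 65% in these data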;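 further: yeast aged for seven days with compound at 30 °C before DHE staining; 100% = average MFI of all compound-treated wells on the plate with controls excluded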
MCL1-BIM inh = inhibitors of human MCL1 binding to BIM-BH3 peptide; inhibition, % at 10.9 µM; 320,000 tested, 0.68% active; GST-MCL1 / FITC-Bim-BH3 fluorescence polarization; Q07820;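 active means inhibition above the mean inhibition of all tested compounds plus 3 SD, set per campaign, cut at about 40% in these data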;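 further: 0% = DMSO wells and 100% = unlabeled Bim-BH3 peptide control; higher means more loss of mP so more displacement of Bim peptide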
ZTA DNA inh = ZTA (EBV) inhibition in EBNA-1 counter-screen; P03206; ZTA-DNA binding, fluorescence polarization; inhibition, % at 11 µM; 320,000 tested, 0.15% active; AID 2234; in the data active means inhibition above about 33%
Target sequence (P03206 whole entry, looked up): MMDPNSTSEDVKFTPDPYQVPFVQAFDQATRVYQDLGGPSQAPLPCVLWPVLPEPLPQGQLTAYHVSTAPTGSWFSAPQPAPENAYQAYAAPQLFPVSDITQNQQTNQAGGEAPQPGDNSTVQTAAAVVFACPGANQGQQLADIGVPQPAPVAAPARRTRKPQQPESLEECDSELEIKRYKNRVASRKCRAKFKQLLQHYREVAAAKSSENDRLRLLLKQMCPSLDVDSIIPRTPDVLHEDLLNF
GLD-1 RNA inh = GLD-1-TGE RNA interaction inhibition (C. elegans). 320,000 tested, 0.44% active. purified GLD-1 + fluorescein TGE RNA, fluorescence polarization. inhibition, % at 5.96 µM. Q17339;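 active means percent inhibition above a per-plate cutoff, the plate mean of test compounds plus 3 SD, cut at about 30% in these data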;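 further: 0% = DMSO wells with GLD-1 and probe and 100% = wells lacking GLD-1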
EBNA-1 inh = blocks EBNA-1 binding to DNA; EBNA-1 DNA binding, fluorescence polarization; inhibition, % at 14.8 µM; 300,000 tested, 0.34% active; in the data active means inhibition above about 28%
Efflux pump inh = antifungal efflux pump inhibition, Nile Red retention; inhibition, % at 10 µM; S. cerevisiae Candida pump triplex; 330,000 tested, 0.44% active;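 active means plate passing quality check with inhibition over a set limit, or well fluorescence over plate mean plus 4 SD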;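 further: Nile Red retained in pooled yeast measured as flow cytometry median fluorescence; 0% = buffer negative control and 100% = Enniatin B positive control; higher means more Nile Red kept so more efflux inhibition; some compounds called inactive have numbers as strong as hits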
Fam108B counter = Fam108B inhibition, counter-screen for RBBP9 inhibitors. recombinant Fam108B, FP-Rh probe fluorescence polarization. inhibition, % at 9.51 µM. 300,000 tested, 0.33% active. AID 1947;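 active means inhibition above the screen mean inhibition plus 3 SD, computed separately per campaign, cut at about 18% in these data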;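 further: inhibitors lower polarization as less probe binds the enzyme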
BCLXL inh = inhibitors of human Bcl-xL; AID 2129; 320,000 tested, 0.7% active; inhibition, % at 10.9 µM; GST-Bcl-xL / FITC-Bim BH3 peptide fluorescence polarization;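 active means inhibition above the mean of all tested compounds plus 3 SD, cutoff set per campaign, cut at about 30% in these data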;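 further: 0% = DMSO wells and 100% = unlabeled Bim-BH3 peptide competitor; inhibitors lower millipolarization by displacing the labeled peptide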
Target sequence (Q07817 whole entry, looked up): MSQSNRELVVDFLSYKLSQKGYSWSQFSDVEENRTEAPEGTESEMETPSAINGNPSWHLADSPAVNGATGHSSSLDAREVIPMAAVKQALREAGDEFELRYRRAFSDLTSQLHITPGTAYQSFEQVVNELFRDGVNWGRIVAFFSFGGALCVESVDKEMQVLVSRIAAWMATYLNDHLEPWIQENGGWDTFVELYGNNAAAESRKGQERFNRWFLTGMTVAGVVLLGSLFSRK
MEX-5 binding = C. elegans MEX-5 TCR-2 RNA binding activity; Q9XUB2; MEX-5/FITC-TCR2 RNA binding, fluorescence polarization; stronger effect = lower value; activity score (negative = inhibition of binding), % at 10 µM; 300,000 tested, 0.38% active; AID 1832;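 active means inhibition past about -25% in most replicates, and total fluorescence under double the plate's negative control median, limit read from the data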;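 further: 0% = DMSO and -100% = 5 µM competing unlabeled TCR2 RNA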
Target sequence (Q9XUB2 whole entry, looked up): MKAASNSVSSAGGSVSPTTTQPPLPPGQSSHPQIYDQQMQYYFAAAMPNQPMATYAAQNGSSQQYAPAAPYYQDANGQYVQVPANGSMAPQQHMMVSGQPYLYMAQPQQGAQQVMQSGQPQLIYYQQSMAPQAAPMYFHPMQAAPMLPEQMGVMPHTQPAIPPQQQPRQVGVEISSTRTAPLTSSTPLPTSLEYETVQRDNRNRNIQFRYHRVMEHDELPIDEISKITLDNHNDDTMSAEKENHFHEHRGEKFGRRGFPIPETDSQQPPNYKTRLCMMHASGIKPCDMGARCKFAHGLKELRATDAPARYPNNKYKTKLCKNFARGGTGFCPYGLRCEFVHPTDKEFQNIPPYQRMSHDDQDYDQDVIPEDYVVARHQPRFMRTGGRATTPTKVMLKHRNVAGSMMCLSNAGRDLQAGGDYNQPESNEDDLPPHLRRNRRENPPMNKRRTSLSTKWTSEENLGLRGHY
An asterisk follows results filed as active; . = no result given.

SMILES	Yeast superoxide	MCL1-BIM inh	ZTA DNA inh	GLD-1 RNA inh	EBNA-1 inh	Efflux pump inh	Fam108B counter	BCLXL inh	MEX-5 binding
Cc1ccsc1C(=O)OCC(=O)NCCNC(=O)COC(=O)c1sccc1C	98	-5	-7	4	-6	0.0	4	-4	1.4
COC(=O)COc1cc(OCC(=O)OC)c2c(C)c(Cl)c(=O)oc2c1	98	2	-5	5	1	-0.6	-4	3	-0.7
COC(=O)CC1C(=O)NCCN1C(=O)Nc1ccc(Cl)cc1 (stereo not given)	92	-3	4	11	6	0.0	0	1	-0.4
O=C(NCCc1ccccc1)C1CCCN(c2ncnc3c2nc2n3CCCCC2)C1 (stereo not given)	102	-2	-17	7	4	-0.1	3	4	0.7
Cc1ccc(S(=O)(=O)Nc2cccc(C(=O)N3CCN(c4ccccc4O)CC3)c2)cc1F	96	0	9	3	3	0.0	0	3	-1.0
COC(=O)Nc1ccc(S(=O)(=O)N2CCCCC2C(=O)O)cc1 (stereo not given)	99	4	11	7	4	0.2	3	2	0.3
CC1CCCC(C)N1C(=O)CSc1nccc(=O)[nH]1 (stereo not given)	101	6	-3	3	2	-0.1	0	6	0.0
COC(=O)c1ccc(/C=N/OCC(=O)NC2CCCC(C)C2C)cc1 (stereo not given)	116	1	-47	4	1	0.0	-2	0	1.9
Cc1ccc(Oc2cc(NC(=O)CCCn3nc([N+](=O)[O-])cc3C)cc([N+](=O)[O-])c2)cc1	106	0	-10	1	8	-0.2	-8	1	0.7
COCCNC(=O)C1CC(c2ccccc2[N+](=O)[O-])=NO1 (stereo not given)	.	3	7	4	-11	.	-5	6	0.3
Cc1nc2sc(C(c3ccco3)N3CCC4(CC3)OCCO4)c(O)n2n1 (stereo not given)	82	9	-1	4	-1	-0.1	0	10	-0.2
O=C(Nc1ccc2c(c1)OCCO2)c1ccoc1	112	7	9	5	-14	0.1	-2	5	1.8

Single entries from the list:
`COC(=O)c1ccc(/C=N/OCC(=O)NC2CCCC(C)C2C)cc1` (stereo not given) – MCL1-BIM inh = 1
`COCCNC(=O)C1CC(c2ccccc2[N+](=O)[O-])=NO1` (stereo not given) – Fam108B counter = -5

(next part)
SMILES	Yeast superoxide	MCL1-BIM inh	ZTA DNA inh	GLD-1 RNA inh	EBNA-1 inh	Efflux pump inh	Fam108B counter	BCLXL inh	MEX-5 binding
CCN(CC)c1ccc2c(C)c(-c3ccc(N)cc3)c(=O)oc2c1	95	5	11	5	7	-0.1	2	10	3.6
CCOc1cc(CNCCO)cc(Br)c1OCc1ccc(Cl)cc1	108	2	-20	3	-11	0.0	4	7	0.2
Fc1ccc(-c2ncc3ccccn23)cc1	109	5	11	4	-3	0.1	-3	10	1.4
Cc1ccccc1NC(=O)c1ccccn1	105	5	2	8	9	0.0	4	3	0.3
Cc1cnc(C(=O)Nc2ccc(S(=O)(=O)N(C(C)C)C(C)C)cc2)cn1	91	11	0	-3	28*	0.0	1	10	1.0
CC(C)(C)NC(=O)NC(=O)CN1C(=O)NC(C)(c2ccccc2)C1=O (stereo not given)	82	8	-3	4	1	0.2	5	7	0.1
Cc1onc(-c2c(F)cccc2Cl)c1C(=O)N(Cc1ccccc1)C(C)C	100	4	3	9	5	0.0	0	6	-2.2
Cc1sc2ncnc(N3CCN(C(=O)c4ccco4)CC3)c2c1C	94	2	-16	7	-11	-0.2	0	1	1.0
COc1ccc(C(C)=O)cc1COC(=O)Cc1cc(OC)c(OC)c(OC)c1	105	0	-23	11	1	0.1	-3	2	-1.5
Cc1cccc(-n2nnnc2SCn2nnc3ccccc3c2=O)c1	98	4	1	-3	-13	0.1	2	6	-2.4
CC(=O)N1CCCc2cc(S(=O)(=O)N3CCCC(C(=O)N4CCN(c5ccccc5)CC4)C3)ccc21 (stereo not given)	105	4	-11	3	-12	0.9	0	-2	2.6
CCC/C(C)=N\Nc1nc2c(c(=O)n(C)c(=O)n2C)n1C	99	7	15	1	-2	-0.1	1	7	-2.9
O=C(Nc1ccccc1C(=O)N1CCCCCC1)c1ccccc1Cl	106	2	-2	4	9	0.1	2	1	0.9
O=C(O)CCCCCNS(=O)(=O)c1c(Cl)cccc1Cl	93	0	-6	3	-7	0.3	-5	-6	-3.3
COCCCN1C(=O)c2ccc(C(=O)Nc3ccc(OC)cc3)cc2C1=O	88	-1	-4	10	1	0.5	5	8	-1.4
Cc1ccc(-c2[nH]ncc2CNCCc2cnn(-c3ccccc3)c2)cc1C	111	9	0	7	6	-0.1	-3	5	0.6
O=C(NCCc1ccc(Cl)cc1)C1CC(=O)N(C2CCCCC2)C1 (stereo not given)	104	-1	0	1	-1	0.3	0	2	0.6
Cc1cccc(N(CC(=O)N=Nc2c(O)[nH]c3ccccc23)S(C)(=O)=O)c1C	93	-2	-2	0	0	0.0	1	3	-0.2
COc1ccc2c(=O)c3c(=O)n(Cc4ccco4)c(C(C)C)nc3oc2c1	104	8	13	-6	-15	0.3	5	7	-0.1
O=C(N/N=C/c1c[nH]c2ccccc12)C1CC(=O)N(c2ccccc2)C1 (stereo not given)	98	4	4	0	10	-0.1	-2	7	-0.5
COc1cc(Cl)c(C)cc1NC(=O)CN1CCCCCC1	89	-3	-4	-10	0	0.0	-1	2	0.3
Cc1ccc(O)c(-c2cc(C(=O)Nc3cccnc3)[nH]n2)c1	112	5	11	8	-1	-0.1	3	7	2.2
COC(=O)COc1ccc(/C=N/NC(=O)c2ccc(N(Cc3ccccc3)S(C)(=O)=O)cc2)cc1	117	3	-20	12	67*	0.0	2	4	-2.3
COc1c(Br)cc(C(N)=O)cc1OCc1ccccc1	100	4	0	6	3	0.0	-3	2	-1.1
Cc1ccc(S(=O)(=O)N2CCCCC2)cc1NC(=O)Cn1cc(C(F)(F)F)ccc1=O	90	0	16	0	.	-0.1	.	3	.
CC1=Nc2cc(C(=O)NCCCN3CCOCC3)ccc2Sc2c(C)ccc(C)c21	106	6	4	2	-5	0.1	-3	1	2.5
CC(=O)Nc1ccc(NC(=O)COC(=O)/C(=C/c2ccccc2)n2nnnc2C)cc1	92	-10	2	7	-1	0.1	-4	-7	-1.4
CC(=O)n1c2ccccc2c2nc(NC(C)C)sc21	116	3	-6	1	-11	0.1	8	1	0.2
CCCc1ccc(C(=O)CCC(=O)O)cc1	91	-8	-7	1	-9	0.0	-1	5	1.9
CC1CN(C(=O)c2ccn(C)n2)CC(C)O1 (stereo not given)	97	8	4	-5	-9	0.1	5	6	-0.4
O=C(CSCc1ccccc1Cl)Nc1ccc2c(c1)OCCO2	102	-7	7	3	-6	0.1	-4	5	-2.7
COc1ccc(OC)c(-c2csc(NC(=O)CN3C(=O)C4CCCCC4C3=O)n2)c1 (stereo not given)	93	-6	-7	4	-16	0.4*	1	-4	0.4
O=C(NC1CC1)C1CCN(c2ncnc3c2sc2cccc(F)c23)CC1	94	2	1	4	-2	0.0	-2	1	1.1
Cc1cc(S(=O)(=O)N2CCOCC2)ccc1OCC(=O)Nc1cccc(C(F)(F)F)c1	97	2	-1	-3	1	-0.2	0	4	-3.1
N#CCN1C(=O)C2CCCN2c2ccc(S(=O)(=O)N3CCOCC3)cc21 (stereo not given)	99	2	-17	-1	-5	-0.1	0	7	1.3
O=C(c1ccc(CSc2nc3ccncc3[nH]2)cc1)N1CCCCCC1	105	2	9	3	5	-0.1	-3	2	-3.9
Cc1ccc(NCc2nnc(SCC(=O)Nc3cccc(O)c3)n2CC2CCCO2)c(C)c1 (stereo not given)	121	-8	-7	5	-11	0.5	6	3	-1.6
O=C(Nc1ccccc1)C1CCN(C(=O)c2ccco2)CC1	103	2	5	11	7	0.0	2	5	-0.5
CC(C)CNC(=O)COC(=O)c1ccc([N+](=O)[O-])cc1Cl	105	-2	11	-5	-7	0.6	0	-2	0.3
O=C(CNC(=O)c1ccccc1)NCC(=O)OCc1ccc(Cl)cc1	93	7	-13	-2	-1	0.0	2	2	-0.5
O=C(NN=C1CCCC1)C1COc2ccccc2O1 (stereo not given)	104	6	-13	-1	-4	-0.1	2	2	-2.0
CCOC(=O)c1cc(-c2cccs2)nc2c1c(C)nn2-c1ccccn1	101	7	7	1	-6	0.3	-10	6	-4.1
COc1ccc(COC(=O)c2cccc(S(=O)(=O)N3CCN(C(C)=O)CC3)c2)cc1F	111	6	1	0	-12	0.1	-1	6	1.1
COc1ccc(S(=O)(=O)N2CCN(S(=O)(=O)c3ccc(C(F)(F)F)cc3)CC2)cc1C	95	-2	13	11	5	0.0	-2	6	-0.6
CC(=O)N1CCCc2cc(S(=O)(=O)CCC(=O)Nc3cccc(C)c3C)ccc21	102	-4	-3	2	-7	0.2	4	3	-0.6
COc1ccc(OC)c(N(CC(=O)N2CCC(C)CC2)S(=O)(=O)c2ccccc2)c1	86	4	16	-1	1	0.1	-3	-4	0.0
Cc1ccc(SCC(=O)NNC(=O)c2ccccc2)cc1C	114	5	8	1	8	-0.1	0	5	0.9
COc1ccc(CCNC(=O)Nc2cccs2)c(OC)c1	112	3	-1	-9	-4	-0.3	7	3	-2.2

13 entries from above, ordered by formula weight, rising:
SMILES	Yeast superoxide	MCL1-BIM inh	ZTA DNA inh	GLD-1 RNA inh	EBNA-1 inh	Efflux pump inh	Fam108B counter	BCLXL inh	MEX-5 binding
CC1CCCC(C)N1C(=O)CSc1nccc(=O)[nH]1 (stereo not given)	101	6	-3	3	2	-0.1	0	6	0.0
O=C(Nc1ccccc1)C1CCN(C(=O)c2ccco2)CC1	103	2	5	11	7	0.0	2	5	-0.5
COc1cc(Cl)c(C)cc1NC(=O)CN1CCCCCC1	89	-3	-4	-10	0	0.0	-1	2	0.3
COc1c(Br)cc(C(N)=O)cc1OCc1ccccc1	100	4	0	6	3	0.0	-3	2	-1.1
O=C(c1ccc(CSc2nc3ccncc3[nH]2)cc1)N1CCCCCC1	105	2	9	3	5	-0.1	-3	2	-3.9
COCCCN1C(=O)c2ccc(C(=O)Nc3ccc(OC)cc3)cc2C1=O	88	-1	-4	10	1	0.5	5	8	-1.4
Cc1ccc(-c2[nH]ncc2CNCCc2cnn(-c3ccccc3)c2)cc1C	111	9	0	7	6	-0.1	-3	5	0.6
CC(=O)N1CCCc2cc(S(=O)(=O)CCC(=O)Nc3cccc(C)c3C)ccc21	102	-4	-3	2	-7	0.2	4	3	-0.6
COc1ccc(OC)c(N(CC(=O)N2CCC(C)CC2)S(=O)(=O)c2ccccc2)c1	86	4	16	-1	1	0.1	-3	-4	0.0
Cc1ccc(Oc2cc(NC(=O)CCCn3nc([N+](=O)[O-])cc3C)cc([N+](=O)[O-])c2)cc1	106	0	-10	1	8	-0.2	-8	1	0.7
Cc1ccc(NCc2nnc(SCC(=O)Nc3cccc(O)c3)n2CC2CCCO2)c(C)c1 (stereo not given)	121	-8	-7	5	-11	0.5	6	3	-1.6
COc1ccc(S(=O)(=O)N2CCN(S(=O)(=O)c3ccc(C(F)(F)F)cc3)CC2)cc1C	95	-2	13	11	5	0.0	-2	6	-0.6
COC(=O)COc1ccc(/C=N/NC(=O)c2ccc(N(Cc3ccccc3)S(C)(=O)=O)cc2)cc1	117	3	-20	12	67*	0.0	2	4	-2.3
